Screens (PubChem BioAssay)
RECQ1 helicase = inhibitors of human RECQ1 DNA helicase | P46063 | RECQ1 DNA unwinding, red fluorescence kinetic read | Potency, µM (top dose mostly 57.3 µM), without a hit: at the top dose activity, negative = inhibition, most hits filed as inhibitors | 240,000 tested, 0.54% active | AID 2549;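 note: plate controls were vehicle for no effect and no enzyme for full effect; nearly all actives have a fitted effect of over 30% in size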
Target sequence (P46063 whole entry, looked up): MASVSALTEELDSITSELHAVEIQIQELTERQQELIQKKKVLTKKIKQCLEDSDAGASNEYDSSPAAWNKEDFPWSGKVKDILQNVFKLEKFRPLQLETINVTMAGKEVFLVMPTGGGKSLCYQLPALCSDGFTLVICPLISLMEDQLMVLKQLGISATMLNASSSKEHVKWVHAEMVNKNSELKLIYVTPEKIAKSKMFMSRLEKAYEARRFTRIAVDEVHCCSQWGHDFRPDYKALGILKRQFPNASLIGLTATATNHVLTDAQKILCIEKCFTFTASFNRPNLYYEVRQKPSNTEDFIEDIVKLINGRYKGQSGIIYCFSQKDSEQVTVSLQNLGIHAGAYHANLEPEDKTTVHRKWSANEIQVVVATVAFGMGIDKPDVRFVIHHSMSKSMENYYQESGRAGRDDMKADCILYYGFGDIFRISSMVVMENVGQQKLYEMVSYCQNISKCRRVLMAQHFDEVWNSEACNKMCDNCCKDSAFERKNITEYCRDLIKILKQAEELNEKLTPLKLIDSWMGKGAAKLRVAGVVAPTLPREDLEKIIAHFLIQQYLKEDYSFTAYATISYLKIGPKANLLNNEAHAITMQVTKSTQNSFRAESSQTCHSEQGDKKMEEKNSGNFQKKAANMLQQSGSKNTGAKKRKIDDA
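50 nM RECQ1T1 preincubated 15 min with compound in Tris pH 8.0 buffer with MgCl2, DTT, Tween-20 and 2.5 ug/ml poly(dI-dC); started with 200 nM TAMRA/BHQ-2 forked duplex and 2 mM ATP. Unwinding read as fluorescence (525/598 nm), two reads 2 h apart.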
SMN2 splice up = enhancers of SMN2 splice variant expression | HEK293 SMN2-luciferase splicing reporter, luminescence, 30-36 h | Potency, µM (titrated, usually from 46.1 µM), for inactives: at the highest dose activity change, positive = activation, most hits filed as activators | 210,000 tested, 2.8% active | AID 1458; note: % of control where 0% means no effect; nearly all actives have a fitted effect of over 55% in size
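HEK293 cells carry an SMN2 minigene-luciferase reporter in which exon 7 inclusion puts luciferase in frame. Cells were seeded at 2000 cells/well, attached for 10-12 hours, then exposed to compounds for 30-36 hours at 37C before ONE-Glo luminescence.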
IMPase Li cell = cell-permeable IMPase inhibitors with lithium potentiation; CHO-M1 cells, IP1 TR-FRET (IP-One), carbachol + lithium; Potency, µM (titrated, usually from 59.4 µM), for inactives: top-dose activity, negative = IMPase inhibition, most hits filed as inhibitors; 210,000 tested, 0.35% active;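 note: IP1 builds up when IMPase is blocked and the TR-FRET signal falls; plate controls were basal vehicle for no effect and high inhibitor control for full effect; nearly all actives have a fitted effect of over 50% in size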
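Test compounds were applied to CHO-M1 cells previously cultured for 16–30 h at 2000 per well. A small lithium amount accompanied them; after 30 min at 37C, IP1 was quantified by TR-FRET.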
KinaseGlo FLuc = Kinase-Glo luciferase inhibition (counter-screen) | Potency, µM (series often up to 38.3 µM), for the others: top-dose activity change, negative = inhibition, hits mostly inhibitors | Kinase-Glo luciferase, ATP luminescence, 8 min | 200,000 tested, 0.28% active | Q27757; note: % is set by controls: 0 for no effect and ±100 for the full control effect; nearly all actives have a fitted effect of over 60% in size
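Luminescence was the read-out, taken after 8-minute incubation at ambient temperature. Luciferase turned over luciferin with 10 uM ATP in imidazole pH 7.2 buffer containing KCl, MgCl2, Tween 20 and BSA.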
JMJD2E inh = JMJD2E (human) inhibition. AID 2147. JMJD2E catalytic domain, FDH-coupled NADH fluorescence (FDH is formaldehyde dehydrogenase). B2RXH2. Potency, µM (highest dose often 57.1 µM), inactives show at the top dose activity change, negative = inhibition, actives largely listed as inhibitors. 230,000 tested, 1.6% active; active = well fitted inhibition curve with a large enough effect, not every such curve was filed as active; inconclusive = small, poorly fitted or top-dose-only effect, or another doubt; inactive = no such curve, though single readings can be large or run the other way;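 note: 0% = wells with enzyme and -100% = buffer wells without enzyme; nearly all actives have a fitted effect of over 50% in size; many of its hits are not listed in these tables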
Target sequence (B2RXH2 1-337 limits assumed): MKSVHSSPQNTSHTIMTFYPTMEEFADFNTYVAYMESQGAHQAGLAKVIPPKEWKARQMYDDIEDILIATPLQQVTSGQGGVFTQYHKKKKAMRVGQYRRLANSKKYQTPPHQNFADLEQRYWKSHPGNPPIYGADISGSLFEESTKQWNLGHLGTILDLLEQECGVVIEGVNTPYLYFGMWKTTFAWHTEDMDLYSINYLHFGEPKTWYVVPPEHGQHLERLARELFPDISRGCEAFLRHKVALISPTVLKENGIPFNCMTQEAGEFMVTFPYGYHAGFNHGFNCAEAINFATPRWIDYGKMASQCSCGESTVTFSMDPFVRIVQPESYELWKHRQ
NPSR antagonist = blocks cAMP signaling of the human neuropeptide S receptor. 220,000 tested, 1% active. Potency, µM (series often up to 38.3 µM), for the others: at the top dose activity change, negative = inhibition, most hits filed as inhibitors. CHO-NPSR cells, cAMP TR-FRET, antagonist mode. AID 1461. Q6W5P4; note: % is set by controls: 0 for no effect and ±100 for the full control effect; nearly all actives have a fitted effect of over 50% in size; many of its hits are not listed in these tables
RGS12 GoLoco inh = RGS12 GoLoco-Gai1 interaction inhibition | Gai1:RGS12 GoLoco peptide FP, rhodamine, 10 min | P63096 | 230,000 tested, 0.44% active | Potency, µM (doses to about 61.6 µM), for the others: at the top dose activity, negative = inhibition, most hits filed as inhibitors; active = well fitted inhibition curve with a large enough effect, not every such curve was filed as active; inactive = no such curve, though single readings can be large or run the other way; note: % is set by controls: 0 for no effect and ±100 for the full control effect; nearly all actives have a fitted effect of over 30% in size; many of its hits are not listed in these tables
Epigenetic reg = regulators of epigenetic silencing causing reporter derepression in mouse cells. murine LDR cells, GFP reporter derepression, 30 h. Potency, µM (highest dose often 53.9 µM), for the others: top-dose GFP activation, usual class: activators. 280,000 tested, 0.2% active. AID 1865; note: % of control where 0% means no effect; nearly all actives have a fitted effect of over 60% in size
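Reporter derepression read as number of fluorescent GFP-positive objects, 20-120 um in size, counted by laser-scanning cytometer. Mouse LDR line with an epigenetically silenced CMV-GFP locus; compound incubation 30 h, 37 C.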
* marks the source's active call; other numbers are inactive results; i = inactive; ? = inconclusive; / = not tested or not shown; [ ] = remark or other dose. Unless noted, calls come from the whole dose curve; as a rule, active = well fitted curve in the direction sought with a large enough effect; inconclusive = small, poorly fitted or top-dose-only effect, or another doubt; inactive = no such curve, though single readings can be large; an effect the other way counts as inactive or inconclusive. Potency is the fitted concentration of half-maximal effect. The list is partial; the hit share may differ from the screen's.

The line under a structure holds: RECQ1 helicase	RGS12 GoLoco inh	JMJD2E inh	SMN2 splice up	IMPase Li cell	KinaseGlo FLuc	NPSR antagonist	Epigenetic reg
CCCC(=O)Nc1ccc(NC(=O)c2ccccc2)nc1
  i	0%	7%	/	/	/	10%	0.0%
CCOC(=O)NC1(C(F)(F)F)C(=O)NC(C)=C1C#N (stereo unspecified)
  -10%	-5%	4%	14%	6%	0%	-7%[46.1 µM]	0.0%
Cc1c(NC(=O)CN2CC(C)OC(C)C2)c(=O)n(-c2ccccc2)n1C (stereo unspecified)
  0%	0%	?	0%	-2%[38.3 µM]	-8%	4%[46.1 µM]	3.6%
CCCC(=O)NC(=S)Nc1nc(-c2ccc(OC)cc2)cs1
  i	7%	-4%	?	13%	-1%	-25%	1.1%
Cc1ccccc1NC(=S)NNC(=O)c1cccc(Br)c1
  1%	1%	9%	5%	-10%	2%	5%	-6.6%
CN(C(=O)CSc1nnnn1-c1ccccc1)C1CCCCC1
  -1%	9%	9%	3%	1%[38.3 µM]	0%	-7%[46.1 µM]	0.0%
CCOCCCNC(=O)C(c1ccc(Cl)cc1)N1CCN(C(=O)c2ccco2)CC1 (stereo unspecified)
  i	/	?	/	/	/	-11%[46.1 µM]	-0.5%
COc1ccc2c(c1)CCc1c-2nc2ccccc2c1N1CCOCC1
  18%	1%	?	/	/	/	-15%	-1.1%
COc1cccc(OC)c1OCCCSc1nc(C)cc(=O)[nH]1
  5%	5%	2%	22%	21%[38.3 µM]	2%	-7%[46.1 µM]	-1.1%
COC(=O)CSc1nnc2c3c4c(sc3nc(-n3nc(C)cc3C)n12)COC(C)(C)C4
  -15%	8%	?	-2%	-1%[38.3 µM]	-1%	-14%[46.1 µM]	-3.9%
CN(C)c1cccc(C(=O)N/N=C/c2ccccc2F)c1
  -1%	7%	0%	1.4µM*	9%	-11%	-8%	-1.3%
COc1ccc(NC(=O)CSc2nnnn2C)c([N+](=O)[O-])c1
  -4%	-7%	5%	-15%	15%	2%	5%	-1.1%
COc1cccc(NS(=O)(=O)c2c(C)cc(C)cc2C)c1
  4%	-5%	-7%	-51%[inhibitor]	14%[38.3 µM]	14%	-19%[46.1 µM]	1.7%
CCCN(CCC)C(=O)Cn1c(=O)n(CCCC(=O)NCc2ccco2)c(=O)c2sccc21
  i	0%	-2%	0%	-4%	-4%	7%	-1.6%
Cn1cccc1/C=N/NC(=O)CSc1nc2ccccc2n1C
  -5%	-1%	-5%	/	/	/	0%	-1.6%
Cc1nc(N2CCN(S(=O)(=O)c3ccc(Br)cc3)CC2)c2c(C)c(C)sc2n1
  15%	8%	-30%	-43%[inhibitor]	27%	-4%	28%	2.4%
c1ccc(-c2nc(-c3cccc4ccccc34)c(NC3CCCCC3)o2)cc1
  i	-3%	-17%	14%	24%	-1%	/	-1.1%
C[C@]12CC[C@H](O)CC1=CC[C@H]1[C@@H]2CC[C@@]2(C)C(N(CCO)CCO)CC[C@@H]12 (stereo partly specified)
  /	2%[14.2 µM]	/	-2%[9.22 µM]	14%	-5%[7.66 µM]	/	/
CCCCCCN1Cc2ccccc2C1
  1%	6%	5%	16%	3%[38.3 µM]	-4%	-8%[46.1 µM]	0.6%
O=S(=O)(c1ccc(Cl)cc1)N1CCn2c1nc1ccccc12
  -3%	/	-2%	/	/	/	-10%[46.1 µM]	-0.1%
CCc1cc2c(=O)c(-n3cnc4ccccc43)coc2cc1O
  -8%	7%	?	-15%	-8%[38.3 µM]	2%	?	4.5%
COC(=O)c1ncccc1SC
  -2%	2%	2%	3%	-4%	-1%	15%	0.0%
CC1CCN(c2c([N+](=O)[O-])nn(-c3ccc4c(c3)OCCO4)[n+]2[O-])CC1
  -3%	-5%	6%	-1%	26%[38.3 µM]	0%	-26%[46.1 µM]	0.0%
Cc1[nH]c2ccccc2c1CN1CCN(c2ccccn2)CC1
  -5%	1%	-1%	/	/	/	5%	1.1%
Cc1ccc(CNC(=O)c2coc(=O)c3ccccc23)o1
  -1%	-19%	-5%	11%	21%[38.3 µM]	1%	-6%[46.1 µM]	0.0%
CCN(CC)C(=O)C1CCN(S(=O)(=O)c2ccc(C3CNC(=O)C3)cc2)CC1 (stereo unspecified)
  -7%	11%	5%	-4%	29%[38.3 µM]	2%	-4%[46.1 µM]	-0.8%
COc1ccc2cc(CN(CCCN3CCOCC3)Cc3nnnn3C3CCCC3)c(=O)[nH]c2c1
  -2%	-3%	?	24%	-8%[38.3 µM]	-2%	?	0.9%
CC1CC(C)CN(C(=S)Nc2ccc(SC(F)F)cc2)C1 (stereo unspecified)
  -14%	4%	-4%	16%	16%	4%	3%[46.1 µM]	1.0%
Cc1cccc(S(=O)(=O)Nc2nc3ccccc3nc2NCc2ccc3c(c2)OCO3)c1
  -3%	-1%	-21%	-9%	4%	-1%	-17%	0.0%
CC(=O)c1c(C)[nH]c(C(=O)NCc2ccccn2)c1C
  -10%	2%	0%	-7%	-4%[38.3 µM]	-9%	-4%[46.1 µM]	-1.3%

The final three compounds of the section above open the next one.
The line under a structure holds: RECQ1 helicase	RGS12 GoLoco inh	JMJD2E inh	SMN2 splice up	IMPase Li cell	KinaseGlo FLuc	NPSR antagonist	Epigenetic reg
CC1CC(C)CN(C(=S)Nc2ccc(SC(F)F)cc2)C1 (stereo unspecified)
  -14%	4%	-4%	16%	16%	4%	3%[46.1 µM]	1.0%
Cc1cccc(S(=O)(=O)Nc2nc3ccccc3nc2NCc2ccc3c(c2)OCO3)c1
  -3%	-1%	-21%	-9%	4%	-1%	-17%	0.0%
CC(=O)c1c(C)[nH]c(C(=O)NCc2ccccn2)c1C
  -10%	2%	0%	-7%	-4%[38.3 µM]	-9%	-4%[46.1 µM]	-1.3%
O=C1N=c2ccccc2=C1c1sc(=S)n(NC(=O)c2cccc(O)c2)c1O
  i	6%	-14%	10%	1%	-5%	-44%	-0.5%
Cc1cc(OCC(=O)NCCO)ccc1Cl
  -9%	-7%	8%	-9%	8%	4%	10%	-0.1%
Cc1ccc2c(c1)C(c1ccc(N3CCOCC3)cc1)=NNC(c1cccs1)=N2
  0%	-2%	-4%	-11%	10%[38.3 µM]	-1%	-29%[46.1 µM]	-1.1%
CCOC(CNC(=O)c1ccc2c(c1)ncn2-c1ccc(F)c(F)c1)OCC
  i	8%	1%	-4%	-9%	0%	10%	-4.2%
COc1ccc(NC(=O)N2CCN(c3ccc([N+](=O)[O-])cc3)CC2)cc1
  11%	-30%	16%	/	-5%	-1%	-14%	0.0%
COc1cc(/C=N/n2cnnc2)ccc1OC(=O)c1cccnc1
  -13%	5%	-13%	5%	25%[38.3 µM]	-1%	-13%[46.1 µM]	0.0%
Cn1cccc1CNC(=S)Nc1ccccc1F
  i	-7%	-1%	-2%	-3%	1%	9%	1.5%
CC(C)NC(=O)CSc1nc2ccccc2n1CC(=O)N(C(C)C)C(C)C
  -9%	-9%	-2%	-13%	1%	4%	1%	0.2%
c1cc2c(cc1-c1[nH]ncc1CN1C[C@H]3CC[C@H]1C3)OCO2
  -2%	-6%	-2%	/	9%	1%	-18%	2.6%
CCOC(=O)CNC(=O)CSc1nc2nc(C)c(Br)cc2[nH]1
  12%	1%	0%	24%	0%[38.3 µM]	0%	0%[46.1 µM]	0.0%
O=c1[nH]c2ccccc2c2nc3ccccn3c12
  12%	4%	?	14%	-3%[38.3 µM]	-16%	3%[46.1 µM]	1.0%
COc1ccc(CN2C(=O)c3ccccc3C(/C=N\OCc3ccc(C)cc3)C2=O)cc1 (stereo unspecified)
  -7%	22%	?	-19%	13%[38.3 µM]	-2%	-25%[46.1 µM]	0.9%
CCC(=O)NC(=S)Nc1ccc(NC(=S)NC(=O)c2ccc(C)cc2)cc1
  i	7%	-8%	-2%	-7%	0%	7%	-3.6%
O=C(c1cccs1)N1CCCC(c2nc3c(nnn3Cc3ccccc3)c(=O)[nH]2)C1 (stereo unspecified)
  -4%	2%	1%	/	/	/	-17%	-0.5%
Cc1ccc(N(Cc2cc3ccc(C)cc3[nH]c2=O)C(=O)c2ccco2)cc1
  i	-15%	-20%	/	/	/	6%	1.1%
O=C1CN(C(=O)CN2CCCC2)C(c2ccccc2)c2cc(Br)ccc2N1 (stereo unspecified)
  -6%	0%	5%	0%	28%[38.3 µM]	-1%	7%[46.1 µM]	-1.9%
Cc1csc(C(C)N(C)C(=O)CCc2nnc(CCc3ccccc3)o2)n1 (stereo unspecified)
  i	-4%	-24%	/	-1%	2%	-9%	2.1%
Cc1c(C(=O)N(Cc2ccccc2)Cc2cccs2)cnn1-c1ccc(Cl)cc1
  -1%	3%	0%	/	/	/	?	-0.3%
CC(C)(C)c1ccc(-n2nc(C(N)=O)c(O)cc2=O)cc1
  -3%	-1%	0%	20%	-1%	-8%	-14%	-0.1%
C[n+]1cnn2c1SCC1(COC1)C2
  i	10µM*	-11%	7%	-30%[38.3 µM]	4%	1%[46.1 µM]	-1.9%
OC(CNCc1ccc(-c2ccccc2)cc1)c1ccccc1 (stereo unspecified)
  i	-5%	-1%	27%	7%	-5%	-20%	1.1%
COc1ccc(C(=O)c2c(C)c3cc(C)ccc3n2CC(O)CN2CCOCC2)cc1 (stereo unspecified)
  -1%	0%	-1%	-37%[inhibitor]	-5%	0%	-31%	0.1%
O=c1c2[nH]c3ccccc3c2ncn1Cc1ccncc1
  i	/	?	/	/	/	-6%[46.1 µM]	0.2%
CC12CN(C(=O)c3ccc([N+](=O)[O-])cc3)CC(C)(CN(C(=O)c3ccc([N+](=O)[O-])cc3)C1)C2=O
  -8%	8%	4%	/	/	/	-9%	-0.1%
Cc1ccc(-c2c[nH]c(=S)n2-c2ccccc2)cc1
  -1%	13%	-3%	-22%	0%	-1%	-19%	2.5%
CC(=O)Nc1ccc(S(=O)(=O)Nc2cccc(-c3cn4c(n3)SCC4)c2)cc1
  1%	7%	-7%	-30%[inhibitor]	-11%	1%	17%	0.0%
